V1R ag counter = V1a receptor agonism, counter-screen for OXTR agonists | 320,000 tested, 0.25% active | activation, % at 3 µM | AID 2797 | CHO-V1R cells, Fluo-8 calcium fluorescence, agonist mode; 0% DMSO, 100% 3 nM vasopressin;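 active = activation above the mean activation of all tested compounds plus 3 SD, per screening run, cut at about 20% in these data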;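 note: signal is peak over basal fluorescence ratio across a 100 second FLIPR read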
Target sequence (P37288 whole entry, looked up): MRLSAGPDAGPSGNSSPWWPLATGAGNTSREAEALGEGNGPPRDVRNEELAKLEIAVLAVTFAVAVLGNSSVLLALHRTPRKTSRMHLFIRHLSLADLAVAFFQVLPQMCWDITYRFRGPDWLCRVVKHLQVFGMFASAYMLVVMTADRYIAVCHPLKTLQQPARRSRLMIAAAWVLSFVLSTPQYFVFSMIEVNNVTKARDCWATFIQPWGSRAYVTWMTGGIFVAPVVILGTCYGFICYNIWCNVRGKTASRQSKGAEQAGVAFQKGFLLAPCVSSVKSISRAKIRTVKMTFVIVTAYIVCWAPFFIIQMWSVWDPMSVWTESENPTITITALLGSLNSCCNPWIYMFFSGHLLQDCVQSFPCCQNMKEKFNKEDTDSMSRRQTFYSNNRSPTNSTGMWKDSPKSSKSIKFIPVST
GalR3 antagonist = antagonists of human GalR3. HEK293 GalR3-CNG cAMP membrane potential fluorescence; galR3 body fused to GalR1 C-terminus. inhibition, % at 3 µM. O60755. 360,000 tested, 0.44% active. AID 651719;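 active = inhibition above the screen-wide average plus 3 SD, cut at about 13% in these data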;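 note: forskolin and galanin both at EC90 stimulate the cells; cAMP rise reported by CNG channel membrane potential dye signal; 0% = forskolin plus galanin with DMSO and 100% = forskolin alone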
OXTR agonist = agonists of human oxytocin receptor | P30559 | CHO-OTR cells, Fluo-8 calcium fluorescence; normalized: DMSO 0%, oxytocin 100% | activation, % at 3 µM | 320,000 tested, 0.32% active;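 active = activation above the mean of all tested compounds plus 3 SD, cutoff set per screening run, cut at about 20% in these data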;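 note: peak over basal fluorescence ratio from a 100 s FLIPR kinetic read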
Target sequence (P30559 whole entry, looked up): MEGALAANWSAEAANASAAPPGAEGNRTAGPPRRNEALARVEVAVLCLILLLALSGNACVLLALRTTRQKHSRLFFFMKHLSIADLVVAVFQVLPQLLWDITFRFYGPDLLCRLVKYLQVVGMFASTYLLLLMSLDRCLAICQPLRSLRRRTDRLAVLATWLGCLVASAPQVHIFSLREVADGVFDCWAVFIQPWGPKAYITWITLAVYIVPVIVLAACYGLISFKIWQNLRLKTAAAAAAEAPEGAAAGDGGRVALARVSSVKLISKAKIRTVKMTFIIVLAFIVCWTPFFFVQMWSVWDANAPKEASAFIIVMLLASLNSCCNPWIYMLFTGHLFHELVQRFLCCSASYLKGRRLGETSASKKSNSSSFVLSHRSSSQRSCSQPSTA
* = called active by the depositor; & = joins results of further samples. Not all compounds are listed (hit frequency here may not be typical).

SMILES	V1R ag counter	GalR3 antagonist	OXTR agonist
Cc1cc(C)cc(OCC(=O)OCC(=O)Nc2cc(S(=O)(=O)N3CCOCC3)ccc2C)c1	3.4	-4	2.2
CC1CCCCC1NC(=O)COC(=O)c1cccn1C (centres undefined)	-0.7	-3	-0.3
CC1CN(S(=O)(=O)c2ccc(C(=O)N(CCCN(C)C)c3nc4cc5c(cc4s3)OCCO5)cc2)CC(C)O1 (centres undefined)	0.3	-3	1.5
COc1ccc(C(=O)N/C(=C\c2ccc(SC)cc2)C(=O)NCCCn2ccnc2)cc1OC	0.9	-1	1.1
COc1ccc(-c2nnc(NC(=O)C3CCCN3S(=O)(=O)c3cccs3)o2)cc1 (centres undefined)	-0.4	-5	-1.1
CCO[C@@H]1c2c(ccc3ccc(=O)oc23)OC(C)(C)[C@@H]1O	1.3	-1	1.2
O=C(NCC(c1ccco1)N1CCCC1)c1cc(S(=O)(=O)N2CCCCC2)ccc1Cl (centres undefined)	1.1	2	0.0
O=S(=O)(Nc1ccc(-c2ccc3nncn3n2)cc1)c1cccs1	0.7	4	1.6
Cc1ccc(C(CC(=O)O)NC(=O)c2ccc(S(=O)(=O)N3CC(C)OC(C)C3)cc2)cc1 (centres undefined)	0.8	-6	1.3
C/C=C1\NC(=O)[C@H](C)NC(=O)[C@@H](NC(=O)[C@@H](Cc2ccc(O)cc2)NC(=O)[C@@H](NC(=O)/C(C)=C/C)C(C)C)[C@@H](C)OC(=O)[C@H](CCCCc2ccc(O)cc2)NC(=O)[C@@H](CCC(=O)O)NC1=O	0.5	-5	0.2
O=C(Nc1ccn(CC(=O)N2CCN(c3ccccn3)CC2)c(=O)n1)OCc1ccccc1	-0.1	-4	1.1
O=C(CCN=C1NS(=O)(=O)c2ccccc21)OCC(=O)c1ccccc1Cl	2.9	-1	2.2
Cc1nnc(SCC(=O)Nc2ccc(S(N)(=O)=O)cc2)n(N)c1=O	0.6	-5	-0.1
CC1(c2nnc(Cc3ccccc3)o2)CC(c2cccc([N+](=O)[O-])c2)=NO1 (centres undefined)	3.0	-3	3.5
C#CCOCCOCCOCCNc1nc(N2CCN(C(=O)[C@H]([C@@H](C)O)n3cc(CCCCN)nn3)CC2)nc(N2CCN(C(=O)[C@H](CCCCN)n3cc(CCC(=O)O)nn3)CC2)n1	0.4	-3	1.9
CC(Sc1nnc(Cc2ccccc2)o1)C(=O)NC1(C#N)CCCCC1 (centres undefined)	-0.1	-5	0.3
COc1cc(C(=O)Nc2cccc(C)c2C)ccc1OCC(=O)N1CCOCC1	1.0	-2	0.9
Cc1ccc(CNC(=O)COC(=O)c2nc(-c3ccccc3)oc2C)cc1	-0.8	-4	-2.3
Cc1ccc(NC(=O)c2ccc(N3CCCC3=O)cc2)cc1S(=O)(=O)N1CCCCC1	1.3	-3	1.3
CCOC(=O)C1Nc2ccc(C(F)(F)F)cc2C2c3ccccc3CC12 (centres undefined)	0.6	2	0.6
CCc1cccc(C)c1NC(=O)CN1C(=O)NC(CCc2ccccc2)C1=O (centres undefined)	-0.1	-3	0.2
Cc1cc(NC(=O)C(C)SCC(=O)Nc2nc3c(F)cc(F)cc3s2)no1 (centres undefined)	2.5	-2	0.7
CC1CCN(C(=O)CN2C(=O)NC3(CCC(C)CC3)C2=O)CC1 (centres undefined)	0.6	-7	-0.3
CCN1C(=O)[C@H]2[C@@H](c3ccc(-c4ccc5c(c4)OCO5)cc3)N3CCC[C@@]3(C(=O)OC)[C@H]2C1=O	6.6	-6	4.7
O=S(=O)(Nc1ccc(S(=O)(=O)N2CCCC2)cc1)c1ccccc1Br	0.3	-4	0.8

(next part)
SMILES	V1R ag counter	GalR3 antagonist	OXTR agonist
O=C(Cn1cc(CNC(=O)C2CCCCC2)nn1)Nc1cc(C(F)(F)F)ccc1Cl	1.0	-6	0.3
CN(CC(=O)Nc1ccccc1Br)C(=O)CNC(=O)C1CCCCC1	1.1	6	0.5
Cc1nc2ccsc2c(=O)n1-c1cccc(Cl)c1	0.5	-4	0.0
COc1ccccc1C(CNC(=O)c1cc(S(=O)(=O)N2CCOCC2)ccc1C)N1CCCC1 (centres undefined)	-0.4	-1	-0.6
Cc1cccc(NC(=O)CSCC(=O)N2CCCc3ccccc32)c1	-0.7	-3	0.8
CCCCC(CC)COC(=O)CCCCC(=O)OCC(CC)CCCC (centres undefined)	0.3	-4	0.5
C[C@H](CO)N1C[C@H](C)[C@@H](CN(C)S(=O)(=O)c2ccc(F)cc2)Oc2ccc(NC(=O)Cc3ccccc3)cc2C1=O	1.5	-1	0.8
C=CCSc1nnc(NC(=O)C2CC(=O)N(Cc3ccc(C)cc3)C2)s1 (centres undefined)	-0.4	1	0.2
COc1cc(/C=C2\SC(=S)N(CC(=O)O)C2=O)ccc1OS(=O)(=O)c1ccc(C)cc1	0.8	-6	0.3
CCc1ccccc1Nc1nc(N)nc(COC(=O)c2c(C)noc2C)n1	0.7	-3	-0.1
CCC(=NNC(=O)c1ccc2c(c1)nc(C)n2CC)c1cc(F)ccc1O	1.9	-3	2.1
COC(=O)[C@]1(C)N[C@H](CN(C)C(=O)c2ccc(C(C)(C)C)cc2)[C@@H]2C(=O)N(C)C(=O)[C@@H]21	1.0	-6	0.4
CC(C)NC(=O)c1onc(CSc2ccc(F)cc2)c1C(=O)NC(C)C	-1.5	-5	-2.4
C=CCN1C(=O)c2ccc(C(=O)N3CCN(S(=O)(=O)c4cccc([N+](=O)[O-])c4)CC3)cc2C1=O	5.5	3	0.7
Cc1nn(-c2ccccc2)c(C)c1NC(=O)COC(=O)C1CC(=O)N(CCc2ccccc2)C1 (centres undefined)	-1.1	2	-0.6
O=C(CN1C(=O)NC2(CCCCCCC2)C1=O)Nc1ccc(OC(F)F)cc1	-0.9	-4	-1.1
CCN(Cc1ccc2c(c1)OCCO2)C(=O)CN1C(=O)NC2(CCc3ccccc32)C1=O (centres undefined)	0.3	-7	-1.6
O=C(NCCC(=O)N1CCCCCCC1)c1ccc(Cl)cc1	0.4	0	-1.9
CCC(C)c1ccccc1N1CC(C(=O)N2CCN(S(=O)(=O)c3ccc(F)cc3)CC2)CC1=O (centres undefined)	0.8	-2	2.1
Nc1ncnc2c1ncn2C1CCCC1	0.3	-3	0.2
Cc1cccc(NC(=O)CNC(=O)CN2C(=O)NC3(CCCCC3C)C2=O)c1C (centres undefined)	-0.1	-3	0.5
O=[N+]([O-])c1ccc(S(=O)(=O)Nc2cccc(-c3ccc(N4CCCC4)nn3)c2)cc1	-1.9	-4	-2.6
Cc1ccc(NC(=O)CN(C)C(C)C(=O)Nc2ccc(S(=O)(=O)N3CCCC3)cc2)cc1 (centres undefined)	0.8	-3	-0.4
Cc1[nH]c2ccccc2c1C(=O)C(C)Sc1nnc(C2CC2)o1 (centres undefined)	1.3	2	3.8
CN(CC(=O)Nc1cccc(F)c1)C(=O)CCc1nc2cc(S(=O)(=O)N3CCOCC3)ccc2n1C	-0.4	-3	0.3

The results go on.
SMILES	V1R ag counter	GalR3 antagonist	OXTR agonist
CN(C(=O)CSc1nnc(Nc2ccccc2F)s1)C1CCS(=O)(=O)C1 (centres undefined)	0.7	-3	-0.1
NC(=O)CSc1nnc(NC(=O)c2ccc(S(=O)(=O)N3CCCCC3)cc2)s1	1.1	-3	1.6
Cc1ccc(S(=O)(=O)N(C)C)cc1NC(=O)CSc1nncs1	1.1	-5	1.4
COC(=O)c1ccc(CN(C(=O)N2CCN(C)CC2)S(=O)(=O)c2ccc(C)cc2)cc1	-0.3	-1	-0.1
CCOc1ccc(C(=O)CCC(=O)Nc2ccncc2)cc1	3.2	-7	1.1
COc1cc(C(=O)NCC(=O)NNC(=O)CN(C)S(=O)(=O)c2ccc(Cl)cc2)cc(OC)c1OC	0.2	0	-0.7
COc1ccc(C(=O)Nc2nc(-c3ccccn3)cs2)cc1S(=O)(=O)N1CCOCC1	0.4	-6	0.9
Cc1c(N)ccc(-n2nc3ccccc3n2)c1C	-0.6	-5	-0.4
CCc1ccc(NC(=O)CSc2nc(=O)n(CCCN3CCOCC3)c3c2CCC3)cc1	-0.5	-6	-2.0
CC(C)CCN1C(=O)c2cccc3c(N)ccc(c23)C1=O	170*	-5	128*
Cc1ccc(-c2nnc(OCc3nc4ccccc4n3C)c3ccccc23)cc1	0.1	-3	-1.4
CCCC1CCc2[nH]nc(C(=O)NN)c2C1 (centres undefined)	-0.2	-5	-1.3
CCOc1ccc2nc(NC(=O)c3ccc(C)o3)sc2c1	2.2	3	-1.9
CCOc1ccc(NC(=O)COC(=O)Cn2nc(C)c([N+](=O)[O-])c2C)cc1OCC	0.3	-6	1.0
Cc1cc(SCC(=O)Nc2ccc3[nH]c(=O)[nH]c3c2)nc2ccccc12	0.4	1	0.2
CSCCC(NC(=O)c1ccccc1Br)C(=O)NCCCn1nc(C)cc1C (centres undefined)	-0.8	3	-1.5
CN1CCN(S(=O)(=O)c2cccc(C(=O)Nc3sccc3C#N)c2)CC1	6.9	-8	6.8
CC(Sc1nnc(-c2ccncc2)n1C)C(=O)NCC1CCCO1 (centres undefined)	-0.1	-6	0.3
O=C(O)CCc1ccc(NCc2cccc(Oc3ccccc3)c2)cc1	4.1	-1	2.9
C/C(=N\NC(=O)c1cccc(S(=O)(=O)N2CCOCC2)c1)c1ccc(OCC(=O)N(C)C)cc1	1.0	1	-0.3
COc1cccc(C(=O)O[C@@H]2[C@H](Cc3ccccc3)NS(=O)(=O)[C@H]3C[C@@H]4C=C[C@]23O4)c1	0.3	-4	1.4
Cc1ccc2nc(SCC(=O)N3CCN(c4ccccc4)CC3)nc(=O)n2c1	-0.4	6	-0.6
CC1CCN(CC(=O)Nc2ccccc2C(=O)NC2CC2)CC1	0.1	-7	-0.5
CCCCN(C(=O)C1CCCC1)c1c(N)n(Cc2ccccc2)c(=O)[nH]c1=O	1.3	-8	1.4
CCc1ccc(N2CC(C(=O)OCC(=O)Nc3ccc([N+](=O)[O-])cc3)CC2=O)cc1 (centres undefined)	5.3	-5	4.0

Next section:
SMILES	V1R ag counter	GalR3 antagonist	OXTR agonist
CC(Oc1cccc(Cl)c1)C(=O)Nc1cc(S(=O)(=O)N2CCOCC2)ccc1N1CCCC1 (centres undefined)	-1.0	-4	-1.0
CCNc1nc(NCC)n2c(SCC(=O)Nc3cc(Cl)ccc3OC)nnc2n1	0.8	-4	0.6
O=C(OCC(=O)N1CCOCC1)c1ccc(Cl)c(S(=O)(=O)N2CCc3ccccc32)c1	4.3	-2	4.8
CC1CCC(NC(=O)CCNC(=O)c2ccc(Br)cc2)CC1 (centres undefined)	-0.3	-4	-1.1
CCC(C)Sc1cc(-c2nc3cc(C)ccn3c2NC2CCCCC2)ccc1OC (centres undefined)	0.6	-1&-10	-1.0
O=C1CCc2ccccc2O1	4.2	-3	1.1
CCN(CC)C(=O)c1cccc(NC(=O)C2=COCCO2)c1	0.7	-3	1.0
COC(=O)C1=C(C(=O)OC)[C@@H]2N(Cc3ccccc3)c3ccccc3[C@@]23C[C@@H](C(=O)OC)N(C(=O)c2cc(C)oc2C)C3=N1	-0.1	-6	-0.8
CCOC(=O)CCCCCNC(=O)c1ccc(F)cc1F	0.3	-3	0.8
CCN1C(=O)[C@H]2[C@@H](c3ccc(C)cc3)N3C(=O)N(c4ccc(OC)cc4)C(=O)[C@@]3(Cc3ccccc3)[C@H]2C1=O	0.3	-8	0.0
Cc1cc(NC(=O)C(C)SCC(=O)OCC(=O)Nc2c(C)cccc2C(C)C)no1 (centres undefined)	0.8	-6	-0.2
Cc1ccc(NC(=O)CSCC(=O)N2CCN(c3cccc(C(F)(F)F)c3)CC2)cc1	0.6	-3	-0.9
CCn1c2ccccc2c2cc(NC(=O)COC(=O)c3ccc(O)cc3)ccc21	0.0	0	-0.4
O=C(/C=C/c1cccs1)N1CCC2(CC1)Oc1ccc(Cl)cc1C(=O)C21CC(c2ccc(Cl)cc2)=NO1 (centres undefined)	1.2	-2	0.5
CCc1ccc(N2CC(C(=O)OCC(=O)c3c(N)n(CC(C)C)c(=O)n(C)c3=O)CC2=O)cc1 (centres undefined)	-0.2	-4	-1.8
COc1cc(OC)cc(C(=O)Nc2nc(CC(=O)NCCc3ccccc3)cs2)c1	-1.4	4	-2.2
